aSyn tox rescue – qHTS of alpha-syn Inhibitors: NCGC Sytravon Library Screen. actives 0.02% (n = 94,000). Potency, µM (top dose mostly 46.1 µM), for inactives: at the top dose growth rescue (activation), hits mostly activators. S. cerevisiae alpha-synuclein toxicity rescue, BacTiter-Glo growth, 24 h; active = well fitted activation curve with a large enough effect; also: 0% is about no effect
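Growth restoration measured by BacTiter-Glo luminescence after 24 hr at 30 deg C; alpha-synuclein yeast, raffinose-pregrown to mid-log, were added at OD600=0.02 in galactose medium onto pinned compounds.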
An asterisk follows results filed as active; [ ] = remark or other dose. Potency is read from the fitted curve at half-maximal effect.

SMILES | aSyn tox rescue
C1=CCN(c2nc(N3CCOCC3)nc(N3CCCc4ccccc43)n2)CC1 | -1%
N#C/C(=C/c1ccc(Cl)cc1)c1nc(-c2ccc(Br)cc2)cs1 | 4%
COCCNC(=O)Cn1ccc2cc(S(=O)(=O)N3CCCCCC3)ccc21 | -12%
COCCN1Cc2cccc(C(=O)Nc3ccc(C)cc3C)c2C1=O | 2%
CC1CCc2nc3ncn(Cc4ccc(Cl)cc4)c(=O)c3cc2C1 (stereo not given) | 15%
CCC(O)c1nc2ccccc2n1Cc1cc(C)ccc1C (stereo not given) | -5%
COc1ccc(N2CCN(C(=O)c3ccc(-c4nc(COc5ccccc5)c(C)o4)cc3)CC2)cc1 | 0%
Cc1ccc2nc(N/C(=N/S(=O)(=O)c3ccc(F)cc3F)c3ccccc3)sc2c1 | -1%
COc1ccc(C(=O)N2CCN(c3nc4c(C)c(Cl)ccc4s3)CC2)c(OC)c1 | 16µM*
CCOc1ccc(NS(=O)(=O)c2ccc3[nH]cc(C(=O)N4CCCCCC4)c(=O)c3c2)cc1 | -1%
COc1cccc(-c2nc(SCc3cccc(Br)c3)n3[nH]c(=O)cc3n2)c1 | -5%
CCOC(=O)c1c(C)[nH]c(C)c1S(=O)(=O)N1CCCC(C(=O)Nc2cccc(CC)c2)C1 (stereo not given) | 2%
CN(C(=O)Cn1c(=O)n(CCCS(=O)(=O)C2CCCCC2)c(=O)c2ccccc21)c1ccccc1 | 1%
COc1cc(OC)c(N(C)C(=O)c2sc3nc4n(c(=O)c3c2C)CCCCC4)cc1Cl | 6%
CN(C)n1cnc2ccsc2c1=O | -3%
COc1cccc(-n2c(=O)c3sc4ccccc4c3n(CC(=O)Nc3ccccc3C)c2=O)c1 | -9%
COc1ccccc1N1CCN(C(=O)CSc2nc(-c3ccc(C(C)C)cc3)no2)CC1 | 3%
O=C(N/N=C/c1ccc2c(c1)OCO2)c1ccc(NC(=O)c2ccc(F)cc2)cc1 | -6%
Cc1cc(C)c2c(NC(N)=S)n[nH]c2n1 | -1%
Cc1cccn2c(=O)c3cc(C(=O)NCC4CCCO4)c(=N)n(C4CCCCC4)c3nc12 (stereo not given) | -47%[inhibitor]

The list goes on, overlapping the part above by 3 compounds.
SMILES | aSyn tox rescue
O=C(N/N=C/c1ccc2c(c1)OCO2)c1ccc(NC(=O)c2ccc(F)cc2)cc1 | -6%
Cc1cc(C)c2c(NC(N)=S)n[nH]c2n1 | -1%
Cc1cccn2c(=O)c3cc(C(=O)NCC4CCCO4)c(=N)n(C4CCCCC4)c3nc12 (stereo not given) | -47%[inhibitor]
COCCCNC(=O)NC(CCC(C)C)c1c(-n2cccc2)sc2c1CCN(C)C2 (stereo not given) | 3%
O=S(=O)(Nc1cccc(-c2ccc(N3CCOCC3)nn2)c1)c1ccc(F)cc1F | 1%
COc1ccc(NC(=O)COc2ccc(-c3nn(C)c(=O)c4ccccc34)cc2)cc1 | 2%
O=C(O)c1cccc(S(=O)(=O)Nc2ccc3[nH]c(=O)[nH]c3c2)c1 | -12%
COc1cc(C2Oc3nc(SC)nnc3-c3ccccc3N2C(C)=O)cc(Cl)c1OC (stereo not given) | 0%
N#CC1(NC(=O)COC(=O)CN2C(=O)c3ccccc3C2=O)CCCCC1 | 10%
CC1(C(=O)NCc2ccc(Cl)c(Cl)c2)Oc2cccnc2NC1=O (stereo not given) | -7%
COc1ccc(C2=NC3(CCCCC3)N(CC(=O)Nc3ccc(C(C)C)cc3)C2=O)cc1 | 15%
COc1ccc(OC)c(N(CC(=O)N2CCCC2)S(=O)(=O)c2ccc(C)cc2)c1 | -2%
COc1ccccc1NC(=O)c1cc(S(=O)(=O)NCCc2ccccc2)ccc1F | 17%
CCCc1cc(C(=O)NCc2ccccc2)no1 | 9%
O=C(NCCC1=CCCCC1)c1ccc2c(=O)n3nc(Nc4ccccc4)sc3nc2c1 | -1%
CC(OC(=O)c1cc(=O)c2cc(Cl)ccc2o1)C(=O)N1CCCC1 (stereo not given) | 4%
Cc1cc(C)c2c(=O)cc(C(=O)Nc3ccc(S(=O)(=O)N(C)Cc4ccccc4)cc3)oc2c1 | 9%
CCOc1ccccc1CN(CCc1ccc2c(c1)OCO2)Cc1cc(OC)c(OC)cc1OC | -14%
Cn1cc(CN(C(=O)Nc2ccc(Cl)c(Cl)c2)C2CCCCC2)c2ccccc21 | -26%
CCN(CC(=O)Nc1c(F)cccc1F)C(=O)c1c(-c2ccccc2Cl)noc1C | 10%
CCOC(=O)Cn1c(CN2CCN(C(c3ccccc3)c3ccccc3)CC2)nc2c1c(=O)n(C)c(=O)n2C | -3%
Cc1ccc(CCNC(=O)c2nnc(Cc3cccc(F)c3)o2)cc1 | -9%
COc1ccc(S(=O)(=O)NCCc2sc3nc(-c4ccc(C)cc4)nn3c2C)cc1C | 2%
O=C(CSc1c2c(nc3ccc(Cl)cc13)CCCC2)NCc1ccccc1Cl | -8%
CC1(C)CC(=O)C=C(c2cccc(OC(=O)c3ccc(-c4ccccc4)cc3)c2)C1=O | -2%
Cc1cc(N2CCN(c3ccc(F)cc3)CC2)n2nc(-c3ccc(Cl)cc3)nc2n1 | 3%
O=c1c2sc3ccccc3c2n(Cc2ccc(F)cc2)c(=O)n1Cc1ccccc1 | -8%
Cn1nnnc1SCCNCc1ccc(OCc2ccccc2)cc1 | -8%
O=C(C[C@H]1C[C@H]2c3cc(NS(=O)(=O)c4ccc(F)cc4)ccc3O[C@H]2[C@H](CO)O1)NCc1cc(F)ccc1F | 2%
COc1ccccc1N1CCN(Cc2nnc(-c3ccccc3C)o2)CC1 | 1%
CS(=O)(=O)N(CC(=O)N/N=C/c1ccccc1C(=O)O)c1cccc(Cl)c1Cl | -3%
O=C(NCc1ccco1)/C(=C/c1ccc([N+](=O)[O-])cc1)NC(=O)c1ccco1 | 6%
CCc1ccc(-n2nnc(-c3nc(-c4cccs4)no3)c2N)cc1 | 5%
COc1ccc(Cl)cc1NC(=O)c1cnc(N2CCCCC2)c2ccccc12 | 5%
CCN(Cc1nc2ccccc2c(=O)[nH]1)C(=O)COc1ccccc1Cc1ccccc1 | 1%
Cc1nc(C(F)(F)F)c(C(=O)N=CN(C)C)s1 | -2%
NC(=O)CSc1nnc(-c2cccc(S(=O)(=O)N3CCOCC3)c2)o1 | -9%
Cc1ccc(C)c(CN2CCCN(CC(=O)Nc3ccc(C)c(C)c3)S2(=O)=O)c1 | 1%
COc1ccc(NC(=O)C(c2ccccc2)N(C)C(=O)/C=C\c2ccc3c(c2)OCO3)cc1 (stereo not given) | 3%
CCc1ccc(NC(=O)c2cnc3c(-c4ccccc4)c(C)nn3c2C)cc1 | -3%
CCc1nc(SCC(=O)Nc2ccccc2Cl)n[nH]1 | 7%
Cc1cc(C)cc(NC(=S)NCC2CCN(C(C)c3ccccc3)C2)c1 (stereo not given) | 2%
Cc1ccc2c(CC(=O)NCCc3ccc(S(N)(=O)=O)cc3)coc2c1 | 6%
CCCCSCCCNC(=O)c1c[nH]c2ccc(S(=O)(=O)Nc3cccc(OC)c3)cc2c1=O | 3%
C[C@@H]1ON(C)[C@H]2C[C@H]3c4[nH]c5ccc(-c6ccc7c(c6)OCO7)cc5c4CCN3C[C@@H]12 | -1%
COc1cccc(-c2n[nH]c3c2C(c2ccccn2)N(C)C3=O)c1 (stereo not given) | 7%
CCOC(=O)c1ccc(NC(=O)Cn2cc(C(=O)c3ccc(Cl)cc3)c(=O)c3ccc(C)nc32)cc1 | -4%
O=C(O)/C=C/C(=O)NCCC(c1ccccc1)c1ccccc1 | -11%
C[C@H](CO)N1C[C@H](C)[C@H](CN(C)C(=O)CCC(F)(F)F)OCc2cnnn2CCCC1=O | -4%
COc1cc(/C=C2/C(=O)NN(c3cccc(Cl)c3)C2=O)cc(OC)c1O | 5%
O=C(CCCCCn1c(=S)[nH]c2ccc(N3CCOCC3)cc2c1=O)NCCc1ccccc1 | -13%
O=c1c2sccc2n(Cc2cc(=O)n3ccccc3n2)c(=O)n1-c1cccc(C(F)(F)F)c1 | 4%
COc1cccc(NC(=O)Nc2nnc(CC(=O)NCc3ccccc3)s2)c1 | 4%
CCOc1ccc(N(CC(=O)Nc2ccc(Cl)cc2)S(C)(=O)=O)cc1 | 3%
CC(OC(=O)c1ccc(-n2cnnn2)cc1)C(=O)N(C)c1ccccc1 (stereo not given) | 4%
CCc1ccc(C2CC(=O)c3c([nH]c(C(=O)OC4CCCCCC4)c3C)C2)cc1 (stereo not given) | 0%
COc1ccccc1NC(=O)c1ccc(NC(=O)COC(=O)C2(C)CC2(Cl)Cl)cc1 (stereo not given) | 16%
CNC(=O)C[C@H]1C(=O)N(c2ccc(OC)cc2)C[C@@H]1CSC | 9%
C/C(=N\NC(=O)c1nn(C)cc1Br)c1ccc(NC(=O)c2ccncc2)cc1 | 3%
CCCCOc1nc(N2CCOCC2)nc(C)c1[N+](=O)[O-] | 7%
Cc1ccc(NC(=O)CSCC(=O)Nc2ccc(S(=O)(=O)N3CCCC3)cc2)cc1 | 5%
Cc1cccc(N(C)C(=O)c2cc(S(=O)(=O)N3CCCCC3)c[nH]2)c1 | 5%
CC1=C(C(N)=O)C(c2ccc(Cl)c(Cl)c2)n2ncnc2N1 (stereo not given) | 2%

(continued)
SMILES | aSyn tox rescue
C=CCSc1nnc(C)c(/C=C/Nc2ccc(Cl)cc2)n1 | 9%
Clc1ccc(OCc2cn3ccccc3n2)c2ncccc12 | -1%
CCc1ccc(CNC(=O)c2cc(=O)[nH]c3ccc(S(=O)(=O)N4CCCCC4)cc23)cc1 | -3%
CN(C)c1ccc(C(CNC(=O)Cc2ccc(Cl)cc2)N2CCOCC2)cc1 (stereo not given) | -6%
Cc1ccc(NC(=O)CCC(=O)N2Cc3ccccc3Oc3ncccc32)c(C)c1 | 4%
Cc1ccccc1-c1nc(SCC(=O)NCc2ccco2)c2c(=O)n(C)c(=O)n(C)c2n1 | -8%
O=C(Nc1ccccc1O)c1cccc(NC(=O)c2ccco2)c1 | -3%
COc1cc(-c2oc3ccc(C)cc3c(=O)c2O)cc(OC)c1OC | 1%
CCOc1ccccc1CNC(=O)C1CCN(c2nc3ccccc3o2)CC1 | -5%
COC(=O)c1ccc2c(=O)n3nc(Nc4ccc(F)cc4F)sc3nc2c1 | -1%
CCC(=O)c1ccc(OCC(=O)OCC(=O)NCCCc2ccccc2)cc1 | 5%
O=C(O)c1ccc(N/N=C/c2ccc(OC(=O)c3ccccc3Cl)cc2)cc1 | 5%
COc1ccc(CC(=O)N2CC(=O)Nc3ccc(F)cc3C2c2ccccc2)cc1 (stereo not given) | 4%
CCOc1ccc(Cn2c(CNS(=O)(=O)c3c(C)cc(C)cc3C)nc3cccnc32)cc1 | 3%
Cc1ccc(Cl)cc1-n1c(=O)c2sc3ccccc3c2n(Cc2ccccc2)c1=O | -2%
O=C(NCCc1ccccc1)c1nn(-c2ccccc2F)nc1CO | -6%
Cc1cc(C)cc(-n2ccnc2SCC(=O)Nc2ccc(C)c(Cl)c2)c1 | 7%
Cc1ccc(S(=O)(=O)N2CCC(C(=O)N3CCN(c4ccccn4)CC3)CC2)cc1C | 0%
CCc1ccccc1N(CC)C(=O)c1cc2c(s1)-c1ccccc1SC2 | 2%
O=C(CNC(=O)C1CCCCC1)OCC(=O)c1ccc(Cl)s1 | 17%
CCCCN(C)CCNC(=O)Cn1ncc2c(=O)oc3ccc(C)cc3c21 | -5%
CC(=O)Nc1ccc(S(=O)(=O)Nc2ccc(-c3cn4c(C)csc4n3)cc2)cc1 | 2%
Cc1cccc(C)c1NC(=O)c1cc(S(=O)(=O)N2CCc3ccccc3C2)ccc1F | -12%
CCC(Oc1ccccc1)C(=O)Nc1nnc(S(=O)(=O)Nc2ccccc2)s1 (stereo not given) | 3%
CCCCn1c(N)c(N(CCC(C)C)C(=O)c2ccccc2C)c(=O)[nH]c1=O | -7%
CC(C)(C)c1ccc(C(=O)NC2(C(F)(F)F)NC(=O)N(CCc3ccccc3)C2=O)cc1 (stereo not given) | 0%
Cc1ccc(NC(=O)CCc2nc3cccnc3n2-c2ccccc2)cc1Cl | -4%
O=C(Nc1cc(Cl)ccc1N1CCOCC1)C1=COCCO1 | -4%
Cc1[nH]c2ccccc2c1/C=N/NC(=O)CNC(=O)c1ccccc1 | 6%
COc1ccc(NC(=O)/C=C/c2ccc(F)cc2)cn1 | -19%
Cn1cccc1/C=C1\SC(=S)N(NC(=O)c2cccc(Cl)c2)C1=O | 1%
O=C(NC(=S)Nc1ccccn1)c1ccccc1 | -10%

7 entries from above, comma-delimited:
smiles,aSyn tox rescue
COc1ccc(NC(=O)COc2ccc(-c3nn(C)c(=O)c4ccccc34)cc2)cc1,2%
O=C(O)c1cccc(S(=O)(=O)Nc2ccc3[nH]c(=O)[nH]c3c2)c1,-12%
COc1cc(C2Oc3nc(SC)nnc3-c3ccccc3N2C(C)=O)cc(Cl)c1OC (stereo not given),0%
N#CC1(NC(=O)COC(=O)CN2C(=O)c3ccccc3C2=O)CCCCC1,10%
CC1(C(=O)NCc2ccc(Cl)c(Cl)c2)Oc2cccnc2NC1=O (stereo not given),-7%
COc1ccc(C2=NC3(CCCCC3)N(CC(=O)Nc3ccc(C(C)C)cc3)C2=O)cc1,15%
COc1ccc(OC)c(N(CC(=O)N2CCCC2)S(=O)(=O)c2ccc(C)cc2)c1,-2%

A portion of the library, so the mix of outcomes need not match the whole.
